# Source: PubChem
# ERK EGF block: blocks ERK signaling stimulated by EGF; HEK293-V1b, EGF-stimulated phospho-ERK AlphaScreen; Potency, µM (series often up to 11.5 µM), without a hit: at the highest dose activity change, negative = inhibition, hits mostly inhibitors; 130,000 tested, 0.41% active; AID 1454; active = well fitted inhibition curve with a large enough effect; inconclusive = small, poorly fitted or top-dose-only effect, or effect the other way;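 also: plate controls were stimulated vehicle wells for no effect and unstimulated vehicle basal for full effect; nearly all actives have a fitted effect of over 55% in size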
#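 V1b-HEK293, 1% FBS o/n; cpd 30 min 37C; EGF 25 nM final, 5 min; lyse 10 min; AlphaScreen beads 5 h RT. Normalized DMSO basal vs EGF max; Hill AC50.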
# * hit, by the source's call; ? = inconclusive; & = joins results of further samples; [ ] = remark or other dose. Potency is read from the fitted curve at half-maximal effect.
SMILES,ERK EGF block
CCOc1ccc(N2C(=O)CC(N(C)Cc3ccccc3)C2=O)cc1 (stereo not given),15%
Cn1ccc(=S)c2ccccc21,19%
C/C(=N\Nc1cccc(Cl)c1)c1ccncc1,-8%
O=C1CC(=O)Nc2cc(S(=O)(=O)N3CCN(c4cccc(C(F)(F)F)c4)CC3)ccc2N1,-9%
COC(=O)c1cc2cc(Cl)ccc2nc1SC,3%[57.5 µM]
Cc1oc(-c2ccccc2Cl)nc1CSc1nc2c(c(=O)[nH]1)CCCC2,3%[57.5 µM]
CCOC(=O)N1CCC(N(CCN(C)C)C(=S)Nc2cccc(C)c2)CC1,7%
C/C=C(/C)C(=O)O[C@@H]1c2cc3c(c(OC)c2-c2c(cc(OC)c(OC)c2OC)[C@@H](OC(C)=O)[C@@H](C)[C@H]1C)OCO3,-4%[57.5 µM]
CSC1=N/C(=C/c2cccnc2)C(=O)N1Cc1ccccc1,-10%[57.5 µM]
COc1cc(OC)c2ccc(=O)oc2c1C(CC(=O)N1CCN(c2ccccc2)CC1)c1ccc2c(c1)OCO2 (stereo not given),-1%[57.5 µM]
C[n+]1ccc(CC2C(=[N+]([O-])[O-])C=Nc3ncnn32)cc1 (stereo not given),-2%
CC(C)(C)c1cc(-c2csc(Nc3ccccc3)[n+]2Cc2ccc(C(=O)O)cc2)cc(C(C)(C)C)c1O,?
C=CCNC(=S)N/N=C/c1ccc(C)cc1C,7%
Cn1c(=O)n(C)c2cc([N+](=O)[O-])c(N3CCN(S(C)(=O)=O)CC3)cc21,4%
CCOc1ccc2c(c1)C(c1ccccc1)=NNC(c1ccccc1)=N2,3%
CCn1cc(C(=O)O)c(=O)c2cc(F)c(N3CCN(C(=S)NC(=O)c4cccc(F)c4)CC3)cc21,3%[57.5 µM]
O=C(c1ccco1)N1CCC2(CC1)CN(C(c1ccccc1)c1ccccc1)C2,5%
COc1cc(C(=O)NCC(=O)OCc2cc(=O)oc3c(C)c(C)ccc23)cc(OC)c1OC,7%
COc1ccccc1-n1cc(C(=O)N2CCCC(CO)(Cc3ccccc3C)C2)cn1 (stereo not given),-8%
CC(N)=NCc1cccc(CN)c1,13%&3%
OCC(O)CNC(=S)NC1CCCCC1 (stereo not given),-2%
N/C(=N\N=C\c1ccc(Br)o1)c1nonc1N,-2%[57.5 µM]
CS(=O)(=O)N(CC(=O)NC1CCCCC1)c1cccc(F)c1,27%
O=C(C1CCN(S(=O)(=O)c2cccc3cccnc23)CC1)N1CCN(C2CCCC2)CC1,3%
O=C(NC1CCCCC1)N1CCCC(CNS(=O)(=O)Cc2ccccc2)C1 (stereo not given),7%
O=c1c(Cc2ccccc2)c(O)ccn1C1CCCCCCC1,-3%
COC(=O)Cc1nnc(Nc2cccc(C)c2)c2ccccc12,-9%[57.5 µM]
CN1C(=CC=C2C=C(I)C(=O)C(I)=C2)C(C)(C)c2ccccc21,13µM*
CCCS(=O)(=O)N1CCN(c2cc3c(cc2[N+](=O)[O-])n(C)c(=O)n3C)CC1,-7%[57.5 µM]
COCCn1c(C)cc(/C=C2/NC(=O)N(c3ccc(Cl)cc3)C2=O)c1C,-1%
COCCNC(=O)CSc1nnc(CCCN2C(=O)c3cccc4cccc(c34)C2=O)n1-c1ccccc1,0%
COc1ccc(N(C(=O)c2ccccc2C)S(=O)(=O)c2cccs2)cc1,-8%
O=C1NC(=Nc2ccccc2)CS1,-2%[57.5 µM]
O=C(O)/C=C/c1cccc(B(O)O)c1,3%
Cc1nnc(SCC(=O)N2CCC(C(=O)Nc3nccs3)CC2)n1Cc1ccccc1,-2%
O=C(NCc1ccncc1)C(=O)NCC(c1ccccc1)c1ccccc1,3%
CCCCCC(=O)NNC(=O)Cc1ccc([N+](=O)[O-])cc1,26%[57.5 µM]
CCc1ccc(NC2=NCC(c3ccccc3)S2)cc1 (stereo not given),?
COc1cc(OC)c2ccc(=O)oc2c1C(CCN1CCCCC1)c1ccc(N(C)C)cc1 (stereo not given),2%[57.5 µM]
CCCOc1ccc(/C=N\NC(=O)CCc2n[nH]c(=O)[nH]c2=O)cc1OC,-2%
CC(C)(C)c1ccc(-c2nc(N)nc(N)n2)cc1,6%[57.5 µM]
CN(C)NC(=O)c1ccsc1NC(=O)c1ccc(S(=O)(=O)N2CCCC2)cc1,-2%[57.5 µM]
C[C@@H]1CC[C@@]2(OC1)OC1CC3C4CC=C5CC(O)CCC5(C)C4CCC3(C)C1[C@@H]2C (stereo not given in full),8%
CN(CC(=O)O)S(=O)(=O)/C=C/c1ccccc1,-8%
N#CC1=C(S)N(c2ccccc2)C(c2ccco2)NC1=O (stereo not given),3%
S=c1[nH]nc(Nc2cccc(Cl)c2)s1,-7%[57.5 µM]
O=C(NCC(O)c1ccc([N+](=O)[O-])cc1)c1cccc(S(=O)(=O)N2CCCC2)c1 (stereo not given),13%
CC(C)CCN1CCC(N)=NC1=O,0%

# Reprinted at random: five compounds from above, in no set order.
SMILES,ERK EGF block
CN1C(=CC=C2C=C(I)C(=O)C(I)=C2)C(C)(C)c2ccccc21,13µM*
O=C(NCc1ccncc1)C(=O)NCC(c1ccccc1)c1ccccc1,3%
Cc1nnc(SCC(=O)N2CCC(C(=O)Nc3nccs3)CC2)n1Cc1ccccc1,-2%
Cn1c(=O)n(C)c2cc([N+](=O)[O-])c(N3CCN(S(C)(=O)=O)CC3)cc21,4%
O=C(c1ccco1)N1CCC2(CC1)CN(C(c1ccccc1)c1ccccc1)C2,5%

# Additional compounds follow.
SMILES,ERK EGF block
COc1cccc(NC(=O)CSc2ncc(S(=O)(=O)c3ccccc3)c(=O)[nH]2)c1,1%[57.5 µM]
COc1ccccc1N(C)S(=O)(=O)c1ccc(C(=O)OCC(=O)NCc2cccs2)cc1,-15%[57.5 µM]
Cc1cccc(CNc2ccc(C(CC(N)=O)NC(=O)c3ccccc3)cc2[N+](=O)[O-])c1 (stereo not given),-9%[57.5 µM]
CC1(C)Cc2cccc(OCC(O)CN3CCN(c4ccccn4)CC3)c2O1 (stereo not given),1%
COc1ccc(Oc2cccc(Cl)c2CNC(=O)CCCC(=O)O)cc1,-3%[57.5 µM]
Cc1ccc(OCCOc2ccc(Br)cc2/C=N\NC(N)=O)cc1,-2%
Cc1ccc(NC(=O)c2ccn(C(=O)Nc3ccccc3)n2)c(C)c1,3%
O=C1CC(c2ccccc2Cl)=NN(c2ncnc3ccccc23)C1=O,-3%
CC1Cc2ccccc2N1CC(=O)Nc1ccc(S(N)(=O)=O)cc1 (stereo not given),10%[57.5 µM]
CCOc1ccc2nc(SCC(=O)N3c4ccccc4Sc4ccccc43)c(C#N)cc2c1,3%
C=C1SC(=Nc2c(C)cc(C)cc2C)N(C(=O)c2sc3ccccc3c2Cl)C12CCCCC2,9%[57.5 µM]
CC(C)NC[C@@H](O)COc1ccc(COCCOC(C)C)cc1,-4%
Cc1ccc(Cl)cc1N1CCN(C(=O)CSc2nnc3n2C(C)(C)Cc2ccccc2-3)CC1,?
Cc1cc(NS(=O)(=O)c2ccc(NC(=O)CCSc3ccc(F)cc3)cc2)nc(C)n1,15%[57.5 µM]
NCC(=O)CCC(=O)O,-8%
ClC(Cl)c1nnc(-c2ccccc2)c(-c2c[nH]c3ccccc23)n1,6%
COc1cc(/C=N/NC(=O)c2ccccc2Cl)ccc1Oc1ccc([N+](=O)[O-])cn1,1%
Cc1cccc(OCc2nc3c4c(ncn3n2)-c2ccccc2CC42CCCC2)c1,?
O=C(CSCc1ccccc1Cl)NCCSc1ccccn1,-4%
COc1ccc(NC(=O)N2CCCC3(CCN(C(=O)c4ccc(OC)cc4)CC3)C2)cc1,-4%
O=[N+]([O-])c1ccc(OCc2nnc(-c3ccccc3)o2)cc1,-6%
CC(=O)c1cccc(NC(=S)N2CCN(CCN3C(=O)c4cccc5cccc(c45)C3=O)CC2)c1,3%
COc1cc(OC)c(/C=N/NC(=O)c2ccc(NC(C)=O)cc2)cc1Br,-5%
COc1cc(/C=N/NC(=O)CC2C(=O)NN=C2C)ccc1O (stereo not given),-1%[57.5 µM]

# An excerpt from the list above, for reference:
SMILES,ERK EGF block
Cc1ccc(Cl)cc1N1CCN(C(=O)CSc2nnc3n2C(C)(C)Cc2ccccc2-3)CC1,?
Cc1cc(NS(=O)(=O)c2ccc(NC(=O)CCSc3ccc(F)cc3)cc2)nc(C)n1,15%[57.5 µM]

# Following part
SMILES,ERK EGF block
CCC1=NN2C(=N)/C(=C/c3cc(C)n(-c4ccccc4)c3C)C(=O)N=C2S1,-3%[57.5 µM]
Cc1ccc(C(=O)Nc2cccc3ncccc23)cc1[N+](=O)[O-],3%
Cc1cc(C)cc(OCC(=O)Nc2cc(C)on2)c1,0%
Cc1ccc(NC(=O)COC(=O)CNC(=O)c2ccc(C)s2)cc1,1%
O=C(Nc1ccc([N+](=O)[O-])cc1)C1CC1(c1ccccc1)c1ccccc1 (stereo not given),?
COc1cccc(CNC(=O)CCC2CCCN(C(=O)c3cc4ccccc4o3)C2)c1 (stereo not given),8%
CCOC(=O)C1CCCN(C(=O)C2CCN(c3nnc(-n4cccc4)s3)CC2)C1 (stereo not given),-5%
O=C(O)CCCN1C(=O)C(=O)/C(=C(/O)c2ccc(Cl)cc2)C1c1ccccc1 (stereo not given),-16%[57.5 µM]
Nc1ccc(Cl)c(S(=O)(=O)Nc2ccccc2Cl)c1,-2%
COc1cccc2cc(/C(=N/O)c3ccc(Br)cc3)oc12,5%
O=C(CSCCO)Nc1cccc([N+](=O)[O-])c1,-12%
CCN(CC)CCN(C(=O)c1ccc(CN2CCCCC2)o1)C(C(=O)NC1CCCCC1)c1ccc(F)cc1 (stereo not given),-14%
FC(F)(F)c1cccc(NC(=S)Nc2cccc(NC(=S)Nc3cccc(C(F)(F)F)c3)n2)c1,-4%[57.5 µM]
COc1ccc(C)cc1-n1[nH]nnc1=S,7%
Cc1ccc(SCCC(=O)OCC(=O)NCC2CCCCC2)cc1,-12%
Cn1cc(/C=N/NC(N)=S)c2ccccc21,-22%[57.5 µM]
Cc1nc(COc2cccc(Cl)c2)sc1C(=O)/C=C/N(C)C,-16%[57.5 µM]
CC(C)(C)C(=O)Nc1ccc(NC(=O)C(C)(C)C)cc1,11%[57.5 µM]
CCOC(=O)C(CCCCC(NC(C)=O)(C(=O)OCC)C(=O)OCC)(NC(C)=O)C(=O)OCC,0%[57.5 µM]
CC(C)c1ccccc1NC(=O)CNC(C)c1ccc(F)cc1 (stereo not given),4%
Cn1cc(NC(=O)OCc2ccc(Cl)cc2)c(C(F)(F)F)n1,-5%
O=C1CC(N2CCSCC2)C(=O)N1c1ccc(Br)cc1 (stereo not given),-2%[57.5 µM]
COCC(=O)N1CCC2(CCN(Cc3ccc(C#N)cc3)CC2)CC1,5%
COC(=O)CCCC1=CC2=CC(=O)C(C)(OC(=O)c3cccs3)C(=O)C2=CN1CC(C)C (stereo not given),-4%[57.5 µM]

# 5 of these compounds in another layout.
structure | ERK EGF block
Cc1ccc(SCCC(=O)OCC(=O)NCC2CCCCC2)cc1 | -12%
Cn1cc(/C=N/NC(N)=S)c2ccccc21 | -22%[57.5 µM]
Cc1nc(COc2cccc(Cl)c2)sc1C(=O)/C=C/N(C)C | -16%[57.5 µM]
CC(C)(C)C(=O)Nc1ccc(NC(=O)C(C)(C)C)cc1 | 11%[57.5 µM]
CCOC(=O)C(CCCCC(NC(C)=O)(C(=O)OCC)C(=O)OCC)(NC(C)=O)C(=O)OCC | 0%[57.5 µM]

# In another format: entries from further up.
Molecule: Cn1cc(/C=N/NC(N)=S)c2ccccc21
  ERK EGF block: -22%[57.5 µM]
Molecule: COc1ccc(C)cc1-n1[nH]nnc1=S
  ERK EGF block: 7%
Molecule: Cc1ccc(SCCC(=O)OCC(=O)NCC2CCCCC2)cc1
  ERK EGF block: -12%

# (next part)
SMILES,ERK EGF block
COc1ccc(/C=N/NC(=O)CCn2nc(C)cc2C)cc1O,0%[57.5 µM]
CC(C)C(=O)Nc1ccc2oc(-c3cc(F)c(F)cc3Cl)nc2c1,-2%
CCOC(=O)C(=O)Nc1sc(C(=O)N(CC)CC)c(C)c1C#N,0%
CC/C=C\C/C=C\C/C=C\C/C=C\C/C=C\C/C=C\CCC(=O)NCCO,-9%
O=C(CN1CCN(c2ncccn2)CC1)N1CCc2ccccc21,-10%
COc1cc(NC(=O)COC(=O)CNS(=O)(=O)c2ccc(F)c(F)c2F)cc(OC)c1,4%
Cc1ccccc1OCc1n[nH]c(=S)n1Cc1ccccc1,-2%
CCCc1cc(=O)[nH]c(SCC(=O)N2CCN(S(=O)(=O)c3ccc(Cl)cc3)CC2)n1,-7%
COc1ccccc1N(C(C)=O)c1nc(C)cc(C)c1C#N,4%
C#CCNc1ccc([N+](=O)[O-])cc1,-9%
NS(=O)(=O)c1ccc(CNC(=O)/C=C/c2ccccc2[N+](=O)[O-])cc1,-1%
CCn1c(SCC(=O)NCC2CCCO2)nc2c(c1=O)SC(C)C2 (stereo not given),7%
CC(=O)Nc1cccc2c1C(=O)N(c1ccccc1C)C2=O,2%
O=C(Cc1cccs1)NC1C(=O)N2C(C(=O)[O-])=C(C[n+]3ccccc3)CSC12 (stereo not given),21%
O=C(COc1cccc2ccccc12)NNC(=O)c1cnccn1,-8%
S=C1c2ccccc2CN1c1ccccc1,-15%
C/C(=N\NC(=O)C1CC1)c1cccnc1,5%
O=C(CC1CCCCC1)NCc1nc(-c2ccccc2)no1,11%[57.5 µM]
CCOC(=O)c1nn(-c2ccc(OCC)cc2)c2nc(-c3cccc(OC)c3)c(C#N)c(=O)n12,-7%
C=CCSc1nc(C)c(Cc2cccc3ccccc23)c(=O)[nH]1,1%
Cc1ccccc1NC(=S)N(CCCN1CCCCC1)Cc1ccco1,-4%
CCc1nc(C)cn1S(=O)(=O)c1cc([N+](=O)[O-])ccc1Cl,-10%
COc1cccc(CC2(CO)CCN(Cc3cccn3-c3cccnc3)CC2)c1,4%
CN(Cc1cccnc1)Cc1cn(C)nc1-c1ccc(Oc2ccccc2)cc1,-6%
CCCC(=O)Nc1nc(C)c(C(C)=O)s1,-13%
OC1CCN(Cc2cccc3ccccc23)CC1,-12%[57.5 µM]
Cc1ccc(NC(=O)CCn2c(=S)oc3ccccc32)cc1,-4%

# Only part of the results is shown, so the mix of outcomes need not match the whole.
